# Mm-Cpn inhibitor = blocks the Methanococcus maripaludis chaperonin Mm-Cpn; 330,000 compounds, 0.031% hits; Potency, µM (top dose mostly 76.9 µM), for inactives: at the highest dose activity, negative = inhibition, most hits filed as inhibitors; purified Mm-Cpn ATPase, ADP Transcreener TR-FRET; also: potency is read from the fitted curve at half-maximal effect; % is scaled to controls: 0 for no effect and ±100 for the full control effect; nearly all actives have a fitted effect of over 80% in size
#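 Measured: ADP formation by purified Mm-CPN. Conditions: 25 nM protein, 10 uM ATP, Tris pH 7.4 with Mg2+, K+ and DTT, 37°C for 30 min. Detection: Transcreener HTRF after 30 min at room temperature.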
# CCT chaperon mod = changes cytosolic chaperonin activity. purified chaperonin ATPase assay, HTRF ADP detection, 30 min. activity change, % (no concentration beside the values), hits read low. 360,000 compounds, 0.3% hits. AID 651819; in the data active = activity change below about -30%; also: % is scaled to controls: 0 for no effect and ±100 for the full control effect
#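 Enzyme 40 or 20 nM (batch-dependent) in Tris pH 7.4/KCl/MgCl2/DTT; cpd 76 uM single point; ATP 10 uM; 30 min 37 °C; Transcreener ADP HTRF detection, 30 min RT; ratio 665/615.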
# HepG2 viability = counter-screen for TGF-b inhibitors: cytotoxicity in HepG2 cells. HepG2 CAGA-GFP viability, ATP luminescence, 18 h. 410,000 compounds, 0.76% hits. Potency, µM (titrated, usually from 46.1 µM), without a hit: at the top dose activity change, negative = cytotoxicity, usual class: cytotoxic; also: potency is read from the fitted curve at half-maximal effect; some results filed as inactive show a strong effect at the top dose
#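 CellTiter-Glo luminescence gave cytotoxicity after 18 hours at 37 degrees C. The cells were HepG2 CAGA-GFP in 1% FBS DMEM, stimulated with 500 pg/mL TGF-beta after compound addition. %Activity was normalised to no-cell wells (complete cell-killing) and DMSO (no toxicity), and curves were fitted and classified.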
# Akt phos inh = blocks phosphorylation of Akt; Neuro2A IGF-stimulated pAkt S473 HTRF, 20 min; stronger effect = lower value; activity change, % for hits at 50 µM; 360,000 compounds, 0.32% hits; AID 651550; in the data active = activity change below about -80%; inconclusive = mostly about -51% to -80%; also: % is scaled to controls: 0 for no effect and ±100 for the full control effect
#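 Neuro2A cells (4,500/well, DMEM with 0.5% FBS) were treated with compound at a single 50 µM final concentration, stimulated with 6 nM IGF for 20 min at 37 °C, and lysed. Phospho-Akt Ser473 was read by HTRF as 665/615 ratio ×10^4.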
# A549 tox = A549 cytotoxicity, counter-screen for Nrf2 inhibitors; A549 ARE-Fluc cells, CellTiter-Fluor viability, 18-24 h; Potency, µM (series often up to 46 µM), for the others: top-dose activity change, negative = cytotoxicity, actives largely listed as inhibitors; 390,000 compounds, 0.16% hits; AID 504648; also: potency is read from the fitted curve at half-maximal effect; % is scaled to controls: 0 for no effect and ±100 for the full control effect
#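 A549 ARE-Fluc cells in 5% FBS OPTI-MEM, 5000 cells/well, rested 2 h then exposed to compounds in concentration-response for 18-24 h at 37 °C. Viability by CellTiter-Fluor fluorescence (Ex 405/Em 525) after 30 min; luciferase luminescence (BugLite, 15 min, RT) read afterwards.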
# Nrf2 block = Nrf2 pathway inhibition. A549 ARE-Fluc reporter, luciferase luminescence, 18-24 h. Potency, µM (titrated, usually from 46 µM), for inactives: top-dose activity change, negative = inhibition, most hits filed as inhibitors. 360,000 compounds, 2.1% hits; also: potency is read from the fitted curve at half-maximal effect; % is scaled to controls: 0 for no effect and ±100 for the full control effect; nearly all actives have a fitted effect of over 60% in size
#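 Two sequential reads on A549 ARE_Fluc cells exposed to compound for 18-24 h: a CellTiter-Fluor fluorescence read for viability, then a luciferase luminescence read for Nrf2/ARE activity.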
# Abeta rescue = restores growth of yeast expressing A-beta42 peptide | yeast expressing A-beta42, growth rescue, OD600, 48 h; response scale: 0% DMSO, 100% iron-clioquinol control | Potency, µM (series often up to 46.1 µM), for inactives: at the highest dose growth rescue, most hits filed as activators | 410,000 compounds, 0.063% hits; also: potency is read from the fitted curve at half-maximal effect; nearly all actives have a fitted effect of over 55% in size
#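 Yeast A-beta toxicity model in growth medium with pinned compounds, 48 h at 30 C; growth read as absorbance at 600 nm. Normalized to FeCl3/clioquinol equimolar mix (positive) and DMSO (negative).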
# TGFb inhibitor = blocks TGF-b signaling; HepG2 CAGA-GFP TGF-b/SMAD3 reporter, GFP fluorescence, 18 h; TGF-beta stimulated, 500 pg/mL final; Potency, µM (series often up to 46.1 µM), inactives show top-dose activity, negative = inhibition, actives largely listed as inhibitors; 410,000 compounds, 1.2% hits; also: potency is read from the fitted curve at half-maximal effect; % is scaled to controls: 0 for no effect and ±100 for the full control effect; nearly all actives have a fitted effect of over 65% in size
#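 TGF-beta reporter screen: HEPG2 CAGA-GFP, 1% FBS, 500 pg/mL TGF-beta final, 18 h; per-cell GFP summed per well; curves fitted and categorized by class.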
# Nrf2 activator = activates Nrf2 signaling | AID 624171 | 410,000 compounds, 0.31% hits | Potency, µM (top dose mostly 46.1 µM), for inactives: at the highest dose activation, actives largely listed as activators | AREc32 ARE-luciferase reporter (MCF7-derived line), luminescence, 24 h; also: potency is read from the fitted curve at half-maximal effect; % of control where 0% means no effect; nearly all actives have a fitted effect of over 65% in size
#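 Steps: seed AREc32_Fluc cells (1000/well, 5% FBS OPTI-MEM); incubate overnight at 37 deg C; add 23 nL compound; incubate 24 hr; add Steady-Glo; hold 30 min RT; read luminescence.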
# Active calls of the source: *; i = inactive; ? = inconclusive; . = no result given; & = joins results of further samples; ! = a repeat was not active; [ ] = remark or other dose. Unless noted, calls follow the shape of the dose curve; as a rule, active = well fitted curve in the direction sought with a large enough effect; inconclusive = small, poorly fitted or top-dose-only effect, or another doubt; inactive = no such curve, though single readings can be large; an effect the other way counts as inactive or inconclusive.
SMILES,Mm-Cpn inhibitor,CCT chaperon mod,HepG2 viability,Akt phos inh,A549 tox,Nrf2 block,Abeta rescue,TGFb inhibitor,Nrf2 activator
COc1cccc(NC(=O)COC(=O)c2c(NC(C)=O)sc(C)c2C)c1,-3%,-0.1,-1%,i,1%,8%,-11%,-2%,2.6%
Brc1ccc(-c2cnco2)cc1,-3%,2.6,2%,i,5%,10%,5%,6%,3.2%
N#CC1=C(N)NC(SCc2ccc(Br)cc2)=C(C#N)C12CCCCC2,-5%,-1.9,-21%,i,5%,?,13%,?,-0.3%
CCC(=O)Oc1ccc(C/C(=N\O)c2ccc(O)cc2O)o1,1%,-1.9,-32%,i,-1%[1.84 µM],?,31%,-4%,?
COc1cccc(N2CCN(C(=O)c3cc4c(=O)n(Cc5ccccc5)ccc4nc3C)CC2)c1,2%,-0.5,-5%&-14%,i,0%&8%,?,13%&-1%,-2%&-7%,-0.5%&0.1%
Cc1ccccc1NC(=O)NCCN1C(=O)C2C3C=CC(C3)C2C1=O (stereo not given),-2%,2.2,-37%,i,3%,2%,-14%,-3%,0.2%
Cc1ccc([N+](=O)[O-])cc1S(=O)(=O)N1CCC(C)CC1,-2%,-16,5%,i,3%,0%,19%,10%,-0.2%
COc1ccc(CNC(=O)c2cc3cccc4c3n2CC(C)S4)c(OC)c1 (stereo not given),.,.,-39%,.,0%,-13%,-6%,-21%,0.2%
Cc1cc(C(=O)NCC(=O)OCC(=O)N(C2CCCCC2)C2CCCCC2)ccc1[N+](=O)[O-],-2%,0.0,-6%,i,6%,-6%,0%,-11%,0.0%[9.22 µM]
COc1ccccc1NC(=O)COC(=O)COc1ccccc1F,-2%,0.7,-2%,i,0%,6%,6%,1%,0.1%
Cc1ccc(C)c(S(=O)(=O)N2CCN(CC(=O)Nc3ccc([N+](=O)[O-])cc3)CC2)c1,0%,-1.2,-48%,i,9%,?,0%,8.9µM*,0.5%[9.22 µM]
CC(CC(=O)O)CC(=O)N1CCN(S(=O)(=O)c2cccs2)CC1 (stereo not given),3%,-2.4,-21%,i,2%,-3%,-17%,-3%,-0.8%
COc1ccc(S(=O)(=O)NCCc2ccccn2)cc1,0%,0.3,0%,i,1%,1%,-4%,-1%,5.2%
O=C(/C=C/c1ccccc1Cl)OCC(=O)N1CCCC1,4%,2.4,0%,i,9%,7%,0%,7%,?
COc1cccc(NC(=O)COC(=O)c2nc3nccc(C)n3n2)c1,-1%,0.0,4%,i,-13%,16%,8%,-19%,0.2%
CCCCN(CC)CCNC(=O)Cn1c(=O)c2cccn2c2cccnc21,.,.,-12%,.,-2%,29%,-21%,-30%,2.9%
CCOC(=O)C1Nc2ccccc2C2c3ccccc3CC12 (stereo not given),.,-2.0,-47%,i,-8%,-11%,-28%,?,2.2%
Cn1c(SCC(=O)NC2CC2)nnc1-c1ccccc1Cl,2%,0.2,1%,i,0%,6%,-2%,16%,-0.8%
CCn1c(CSc2nc(C)cc(C)n2)nnc1SCC(=O)Nc1cccc2ccccc12,-1%,-5.5,-14%,i,9%,-6%,2%,-18%,1.9%
CC(=O)c1c(C)[nH]c(C(=O)NC2CCCCC2)c1C,3%,-0.9,-9%,i,4%,-14%,-13%,11%,-0.5%
COc1ccc(OC)c(S(=O)(=O)Nc2cc(C)on2)c1,-1%,0.3,3%,i,-2%,0%,5%,?,-1.3%
COc1cc(CNCc2cccc3ccccc23)cc(OC)c1,-1%,-0.3,-36%,i,1%,-5%,-2%,?,15%
Cc1ccccc1-c1nc(CS(=O)CC(=O)NCCN2CCN(Cc3ccccc3)CC2)c(C)o1 (stereo not given),-1%,-2.1,6%,i,19%,6%,-1%,-24%,0.5%
O=C(O)CC1(c2ccccc2)C(=O)c2ccccc2C1=O,0%,-1.2,4%,i,0%,-11%,10%,-2%,0.0%
CCN(CC)CCCNC(=O)C1CCC(=O)N(c2ccc(OC)cc2)C1c1ccc(F)cc1 (stereo not given),0%,-2.1,5%,i,-4%,-7%,2%,-1%,0.4%
SMILES,Mm-Cpn inhibitor,CCT chaperon mod,HepG2 viability,Akt phos inh,A549 tox,Nrf2 block,Abeta rescue,TGFb inhibitor,Nrf2 activator
O=[N+]([O-])c1ccccc1S(=O)(=O)Nc1ccc2c(c1)OCCO2,0%,0.4,3%,i,-1%,-8%,-3%,-25%,22%
CN(C)c1nc(NCc2ccccc2)nc(N/N=C/c2ccc3c(c2)OCO3)n1,1%,-2.5,-25%,i,4%,-6%,-8%,5%,-0.6%
O=C(Oc1c(-c2ccco2)oc2ccccc2c1=O)c1cccnc1,-1%,-1.7,4%,i,4%,?,-41%[inhibitor],-23%,?
CC(C)CC(NC(N)=O)C(=O)Nc1cccc([N+](=O)[O-])c1 (stereo not given),-2%,-1.9,-10%,i,-3%,-3%,-18%,?,-0.8%
CCOc1ccccc1NC(=O)CC1C(=O)NCCN1C(=O)c1ccc(F)cc1 (stereo not given),.,.,1%,.,0%,-11%,-14%,45%,-1.2%
Cc1cc(NC(=O)C2C3C(=O)N(Cc4ccc(Cl)cc4)C(C(=O)NCc4ccccc4)C34C=CC2(C)O4)no1 (stereo not given),0%,-3.6,0%,i,-13%,-9%,-1%,-9%,0.1%
Cc1ccc(OCC(=O)NCc2ccccn2)c(Br)c1,0%,-2.7,-4%,i,-1%,7%,-2%,-11%,0.2%
NC(=O)CSc1nc2ccc(NC(=O)COc3ccccc3)cc2s1,.,.,-13%,.,12%,?,-21%,1%,4.2%
Cc1ccn2cc(CNS(=O)(=O)c3ccc4c(c3)OCCO4)nc2c1,-1%,1.9,5%,i,3%,4%,8%,-21%,-1.2%
Cc1ccn2c(Nc3ccccc3C)c(-c3ccccn3)nc2c1,2%,-0.8,16µM*!,i,?,?,20%&-9%,13µM*,2.0%&0.8%
Fc1ccc(NC(=S)NN=C2CCCCCC2)cc1,0%,-0.4,-36%,i,-5%,?,19%,?,2.4%
CC(C)CN1CCC1(C)C(=O)Nc1ccc(OC(F)F)cc1 (stereo not given),.,1.2,-4%,.,.,.,-10%,21%,-0.7%
COc1ccc(/C=N/Nc2nnc(C)n2N)cc1OC(C)=O,-3%,-0.4,13µM*,i,3%,-7%,-32%,10µM*,-3.3%
Cc1cc(NC(=O)Cn2c(=O)c3c(ncn3CC(C)C)n(Cc3ccccc3)c2=O)no1,0%,-0.3,-5%,i,15%,10%,-2%,2%,-0.1%
Cc1cc(N2CCC(C(=O)N3CCN(c4cccc(C)c4C)CC3)CC2)n2ncnc2n1,1%,-1.8,-11%,i,11%[1.84 µM],15µM*,14%,-27%,0.1%
C/C(=N\Nc1nncc2ccccc12)c1cccc(OC(F)F)c1,0%,1.8,-48%,i,-1%,?,-32%[inhibitor],-12%,0.1%
O=C(C1CCC(CNS(=O)(=O)c2ccccc2)CC1)N1CCOCC1 (stereo not given),0%,3.0,-13%,i,-7%,4%,-9%,4%,0.4%
O=C(NCc1ccccn1)c1ccc(Cl)c(NC2=NC3CS(=O)(=O)CC3S2)c1 (stereo not given),1%,0.1,1%,i,-2%,15%,8%,2%,-0.3%
O=C(Nc1cccc(Cl)c1)C1CCCN(c2nn3cc(-c4ccc(F)cc4)nc3s2)C1 (stereo not given),.,.,-26%,.,-16%,?,-14%,-7%,0.6%
Cc1cc(SCC(=O)Nc2ccc(Cl)cc2)nc2ccccc12,.,.,0%,.,0%,-18%,-12%,-6%,4.9%
O=C(c1ccc2c(c1)N(Cc1cccc(Cl)c1)C(=O)c1ccccc1S2(=O)=O)N1CCN(c2cccc(C(F)(F)F)c2)CC1,.,.,-7%,.,-1%,.,-1%,-7%,-0.7%
CC1CN(CC(=O)Nc2ccc(S(N)(=O)=O)cc2)CC(C)O1 (stereo not given),0%,-1.3,-30%,i,6%,4%,-7%,11%,-1.7%
Cc1ccccc1OCC(=O)NCC(c1ccc(Cl)cc1)N1CCOCC1 (stereo not given),.,.,-26%,.,-2%,-23%,3%,?,6.8%
Cc1ccc(-c2c(NC(=O)c3ccco3)oc3ccccc3c2=O)cc1,1%,-1.0,-20%,i,?,-5%,-26%,-2%,5.4%
Cc1ccc(N(CC(=O)NC(C)c2ccccc2)S(=O)(=O)c2cccs2)cc1 (stereo not given),-2%,2.3,-29%,i,11%,13%,15%,-12%,-0.9%
CCOc1ccc(NC(=O)C2CCCN(c3nn4cc(-c5ccc(OC)cc5)nc4s3)C2)cc1 (stereo not given),.,.,-9%,.,-1%,7.3µM*,-1%,?,-0.7%
COc1ccc(Cn2cnc3c(N)c(C)c(C)cc32)cc1,-6%,0.5,8%,i,5%,3%,4%,12%,3.8%
COc1ccc(C(=O)Nc2ccnn2C2CCN(C(=O)CCC(F)(F)F)CC2)cc1,-4%,2.1,-3%,i,0%,-19%,4%,0%,-0.2%

# A draw from above in order of heavy-atom count, falling.
SMILES,Mm-Cpn inhibitor,CCT chaperon mod,HepG2 viability,Akt phos inh,A549 tox,Nrf2 block,Abeta rescue,TGFb inhibitor,Nrf2 activator
CN(C)c1nc(NCc2ccccc2)nc(N/N=C/c2ccc3c(c2)OCO3)n1,1%,-2.5,-25%,i,4%,-6%,-8%,5%,-0.6%
O=C(C1CCC(CNS(=O)(=O)c2ccccc2)CC1)N1CCOCC1 (stereo not given),0%,3.0,-13%,i,-7%,4%,-9%,4%,0.4%
C/C(=N\Nc1nncc2ccccc12)c1cccc(OC(F)F)c1,0%,1.8,-48%,i,-1%,?,-32%[inhibitor],-12%,0.1%

# Screening data deposited in PubChem by National Center for Advancing Translational Sciences (NCATS).
